TEAD-YAP inh: TEAD-YAP interaction inhibition, primary screen, TEAD-YAP interaction inhibitor project, luminescence, HEK-TIYL cells. TEAD-Gal4/YAP UAS-luciferase luminescence. inhibition, % at 9.12 µM. 1.4% of 640,000 active; in the data active means inhibition above about 32%;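 further: 0% = median of test compound wells and 100% = reference inhibitor wells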
MITF inh: MITF inhibitors, primary screen, biochemical, AlphaScreen, human; AlphaScreen MITF homodimerization, bead proximity signal; inhibition, % at 2.6 µM; 0.91% of 650,000 active; Microphthalmia-associated transcription factor (Homo sapiens), O75030; in the data active means inhibition above about 50%;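 further: 0% = vehicle wells with protein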
Target sequence (O75030 whole entry, looked up): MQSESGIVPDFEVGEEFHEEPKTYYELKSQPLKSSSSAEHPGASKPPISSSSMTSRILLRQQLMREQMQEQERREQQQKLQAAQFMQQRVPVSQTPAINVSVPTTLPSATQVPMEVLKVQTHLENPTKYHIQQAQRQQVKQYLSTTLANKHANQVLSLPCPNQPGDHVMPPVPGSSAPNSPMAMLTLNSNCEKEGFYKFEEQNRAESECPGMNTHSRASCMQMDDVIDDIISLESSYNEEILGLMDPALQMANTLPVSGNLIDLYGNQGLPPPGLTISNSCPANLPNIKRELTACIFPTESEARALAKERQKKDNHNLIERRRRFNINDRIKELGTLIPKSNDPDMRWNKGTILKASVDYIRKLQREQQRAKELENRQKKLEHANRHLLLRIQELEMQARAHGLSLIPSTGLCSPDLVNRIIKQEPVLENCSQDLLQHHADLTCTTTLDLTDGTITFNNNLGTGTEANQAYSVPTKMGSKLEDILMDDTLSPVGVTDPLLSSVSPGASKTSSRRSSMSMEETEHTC
FBW7 activator: FBW7 E3 ligase activators, primary screen, biochemical, AlphaScreen, human; AID 1259310, 2017; 0.13% of 650,000 active; normalized activity (activation), % at 26.1 µM; F-box/WD repeat-containing protein 7 (Homo sapiens), Q969H0; AlphaScreen FBW7–phospho-cyclin E peptide binding, activator screen; in the data active means normalized activity above about 1.9%;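 further: purified mutant Fbw7 with reduced substrate affinity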
GPR151 activ: activators of human GPR151, primary screen, cell-based, PathHunter beta-arrestin, luminescence; PathHunter beta-arrestin GPR151 cells; G-protein coupled receptor 151 (Homo sapiens), Q8TDV0; activation, % at 11.2 µM; AID 1508602, 2020; 1% of 650,000 active; in the data active means activation above about 4.9%;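 further: 0% = median of compound wells and 100% = cells with positive control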
Target sequence (Q8TDV0 whole entry, looked up): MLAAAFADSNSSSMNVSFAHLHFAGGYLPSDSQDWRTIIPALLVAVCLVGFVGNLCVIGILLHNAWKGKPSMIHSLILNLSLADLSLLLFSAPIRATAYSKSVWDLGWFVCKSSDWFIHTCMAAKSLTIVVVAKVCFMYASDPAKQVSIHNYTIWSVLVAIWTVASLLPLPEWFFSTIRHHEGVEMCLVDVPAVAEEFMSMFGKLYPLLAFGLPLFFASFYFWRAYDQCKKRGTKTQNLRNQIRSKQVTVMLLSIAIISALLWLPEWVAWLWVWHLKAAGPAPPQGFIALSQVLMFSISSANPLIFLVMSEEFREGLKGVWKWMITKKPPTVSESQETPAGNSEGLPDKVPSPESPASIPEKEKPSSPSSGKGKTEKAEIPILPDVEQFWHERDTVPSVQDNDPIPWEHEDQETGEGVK
The depositor's hits bear a star. Rows were taken by chance. About 3.4% of those tested had a hit in this group.

SMILES	TEAD-YAP inh	MITF inh	FBW7 activator	GPR151 activ
S=C1NCN(Cc2ccccc2)CN1Cc1ccccc1	-6	-4	-0.1	0.6
CCn1nc(-c2ccc(OC)c(OC)c2)c2c(=O)n(C)c(=O)[nH]c21	-5	-5	0.1	0.0
O=C(Cn1ncc2c3ccccc3n(Cc3ccccc3)c2c1=O)N1CCCC1	-7	13	0.1	-0.4
CCCCN(C)C(=O)CSc1nc(NCc2ccc3c(c2)OCO3)c2ccccc2n1	11	-1	0.0	1.1
CCOc1ccccc1Oc1c(C)oc2cc(OC(=O)C3CC3)ccc2c1=O	2	-4	0.2	0.0
O=C(Nc1cc(F)ccc1F)c1cnn(-c2ccccc2)c1C1CCNCC1	15	-7	0.0	-0.1
COC(=O)c1ccccc1NC(=O)c1ccc(NC(=O)c2cccs2)cc1	-1	-4	0.1	-0.5
COc1cc(OC)cc(-c2nc3n(n2)C(c2cccnc2)C2=C(CCCC2=O)N3)c1 (stereo not given)	-20	-5	0.0	2.2
CCCCOc1ccc(C(=O)Nc2nccs2)cc1	-12	1	0.0	-2.8
CCOc1ccc(N2C(=O)NC(=O)/C(=C/C=C/c3ccco3)C2=O)cc1	-1	8	0.1	-0.6
CCN(CC(=O)Nc1ccc(I)cc1)S(=O)(=O)c1ccccc1	8	7	0.8	1.2
CCCCc1ccc(NC(=O)c2cnc3n(c2=O)CCS3)cc1	-23	-1	-0.3	0.2
O=C(NCCOC(=O)c1ccncc1)c1ccccc1	-3	-7	-0.1	1.2
OCCN1CCN(C(=S)c2ccccc2O)CC1	13	18	0.1	1.0
CC1CCN(CC(=O)Nc2sc3c(c2C#N)CCCC3)CC1	-4	42	-0.1	-0.4
Cc1ccc(S(=O)(=O)N2CCc3ccccc3C2)cc1C	7	13	0.0	0.4
CC(C)NC(=O)Nc1ccccc1C#N	4	-9	0.0	-0.2
CCc1nc(SCC(=O)N2CCOCC2)c2c(=O)n(C)c(=O)n(C)c2n1	6	-3	-0.1	-0.5
CCOc1ccc2nc(SCc3c(F)cccc3F)sc2c1	-62	-11	0.0	-0.2
O=C1c2ccccc2C(O)N1c1ccc(Cl)cc1 (stereo not given)	-24	9	1.5	-2.4
CC(=O)Nc1ccccc1NC(=O)Cc1ccccc1[N+](=O)[O-]	-1	-3	-0.2	1.2
CCCCc1ccc(NC2=NS(=O)(=O)c3ccccc32)cc1	1	-8	0.0	0.3
COc1ccc(Cl)cc1C(=O)Nc1nc2ccccc2n1C	2	-12	-0.4	0.2
COc1ccc(CC(=O)N2CCN(c3cccc(Cl)c3)CC2)cc1OC	5	19	0.2	-1.8
Cc1nc2ccccc2n1CCc1nc(N)nc(N)n1	-2	8	0.2	0.3

(listing goes on)
SMILES	TEAD-YAP inh	MITF inh	FBW7 activator	GPR151 activ
Cn1c(-c2cc3cc(Cl)ccc3o2)n[nH]c1=S	-34	-9	-0.1	-0.4
Cc1c(C(=O)Nc2ccc(F)c(Cl)c2)sc2ncn(Cc3ccccc3Cl)c(=O)c12	8	26	0.3	-1.3
CSc1nc2ccc(NC(=O)/C=C/c3ccc(C)o3)cc2s1	-26	4	-0.2	0.0
Cc1nc(SCC(=O)Nc2ccccc2Cl)n[nH]1	-3	-7	0.1	0.6
O=C(Oc1coc(CSc2ncccn2)cc1=O)c1ccc([N+](=O)[O-])cc1	-6	13	0.2	-1.0
Cc1ccccc1OCCOc1ccc([N+](=O)[O-])cc1/C=N/n1cnnc1	-20	1	0.1	-0.8
C=CC1C(N2CCOCC2)C(C)(C)S1(=O)=O (stereo not given)	-5	5	0.5	0.6
COc1cccc(C=O)c1OC(=O)c1ccc2ccccc2c1	-17	19	1.2	0.7
CCCS(=O)(=O)NCc1c(C)ncc2c1CCN(C(=O)/C=C/C(C)C)C2	-2	14	-0.3	1.0
N#CC1=C(N)N(c2ccc(Br)cc2)C2=C(C(=O)CCC2)C1c1cccnc1 (stereo not given)	5	15	0.0	2.4
CCOC(=O)C(=CNc1ccc(C)c(C)c1)C(=O)OCC	-4	3	0.5	0.3
O=C(NCCc1ccccc1)c1cc(S(=O)(=O)N2CCc3ccccc32)ccc1Sc1ccc(F)cc1	-1	-4	-0.1	0.1
O=C(Cc1ccccc1C(=O)O)Nc1cccc2ccccc12	10	0	0.0	0.2
CCN(CC)CCN(C)C(=O)c1sc2ncnc(NCc3ccco3)c2c1C	15	4	0.2	2.1
Oc1ccc(-c2nc3cnccn3c2NC2CCCC2)c(O)c1	-3	9	-0.2	-0.1
CC1=C(C#N)C(=O)NC(=O)/C1=C\c1ccc(-c2ccc(S(=O)(=O)O)cc2)o1	-1	59*	-0.6	0.0
O=C(c1ccc([N+](=O)[O-])cc1[N+](=O)[O-])N1CCN(c2ccc3c(c2)OCO3)CC1	5	18	0.8	-0.4
CC(=O)NCCCc1nc2ccccc2n1Cc1ccccc1F	-10	-1	-0.1	1.0
CCCc1sc(N2CCN(c3ccc([N+](=O)[O-])cc3)CC2)nc1-c1ccccc1	-4	-1	-0.1	-1.0
CCn1c(Sc2ccc(C=O)o2)nnc1-c1ccccc1	8	12	0.9	1.2
Cc1cc(C)cc(N=C2NC(=O)/C(=C/c3ccc(O)cc3)S2)c1	12	16	-0.9	-0.7
O=S(=O)(c1ccc(F)cc1)N1CCSC1c1ccc2c3c(cccc13)CC2 (stereo not given)	-5	3	0.1	1.1
COc1ccccc1-n1cnc(N)c1C(C)=O	12	5	0.2	-0.1
O=C(NCCN1CCN(C(=O)c2ccccc2)CC1)C(=O)NCc1ccc(Cl)cc1	7	9	0.1	-0.4
COc1ccccc1NC(=O)C1CCCN(S(=O)(=O)c2c(C)noc2/C=C/N(C)C)C1 (stereo not given)	-5	-3	0.0	-0.1

The final 2 entries of the part before are carried over, then new ones follow.
SMILES	TEAD-YAP inh	MITF inh	FBW7 activator	GPR151 activ
O=C(NCCN1CCN(C(=O)c2ccccc2)CC1)C(=O)NCc1ccc(Cl)cc1	7	9	0.1	-0.4
COc1ccccc1NC(=O)C1CCCN(S(=O)(=O)c2c(C)noc2/C=C/N(C)C)C1 (stereo not given)	-5	-3	0.0	-0.1
NC(=O)c1cc(-c2ccccc2)sc1NC(=O)CSc1nnc2ccccn12	0	-6	-0.1	-1.9
COC(=O)NNC(=S)NC(=O)c1ccccc1OC	-3	-5	-0.1	3.4
COCCNC(CC(=O)Nc1c(Cl)cccc1Cl)C(=O)O (stereo not given)	8	-4	0.1	0.2
Cc1nc2ccc(NC(=S)NC(C)C)cc2nc1C	-18	8	-0.2	-0.1
CSc1ccc(CCNC(=O)CN(C)c2nn3c(=O)cc(C)nc3s2)cc1	7	9	0.0	3.0
C=CCNCCOc1ccc(OCC)cc1	0	20	-0.1	0.4
COc1cccc(C(=O)NNc2cc(=O)n(C)c(=O)n2C)c1	7	-4	0.1	1.4
Cc1ccsc1CN1CCc2nncn2CC1	5	10	0.2	-0.2
c1ccc2[nH]c(Cc3nn[nH]n3)nc2c1	-1	19	-0.2	-2.1
COC(=O)c1cccc([N+](=O)[O-])c1C(=O)Nc1cc(C)ccc1C	-1	-26	-0.1	-0.1
O=C(C1CCCCC1)N1CCN(c2ccc(F)cc2)CC1	9	19	0.1	-1.0
O=C(NC1CCS(=O)(=O)C1)c1sc2cc(F)ccc2c1Cl (stereo not given)	-14	3	-0.1	0.1
CCC[C@@H]1NC(=O)[C@@H]2C[C@H](NC(=O)N[C@@H](C)c3ccccc3)CN2C1=O	-5	-11	0.1	-0.9
O=C(c1ccccc1-c1ccccc1)N1CCCC1c1nc(-c2cccnc2)n[nH]1 (stereo not given)	-1	0	0.0	-0.9
CN(C)c1cccc(C(=O)N2CCC(O)(c3ccccn3)CC2)c1	-2	0	0.1	0.0
CC(=O)c1ccc(OCC(=O)Nc2nnc(C3CC3)s2)cc1	-7	14	0.1	2.5
CC(=O)Nc1cnn(-c2ccc(C(=O)NCCC3=CC[C@H]4C[C@@H]3C4(C)C)cc2)c1	11	19	0.4	-1.1
CCN(CC)c1ncnc2c1cnn2-c1cccc(C)c1	60*	4	0.0	0.6
Cc1cccc(NC(=O)c2ccc(CNc3c(N4CCC(C)CC4)c(=O)c3=O)cc2)n1	20	8	0.0	0.7
O=C(O)c1cccc(-n2[nH]nnc2=S)c1	7	-3	-0.2	-0.5
Cc1ccc(C(=O)COC(=O)c2cn(-c3ccccc3)nc2-c2ccccc2)cc1C	-3	-7	-0.1	-1.1
S=c1[nH]nc(-c2cccnc2)n1C1CC1	-10	1	0.5	-2.1
O=C1C(=O)N(CCN2CCOCC2)C(c2cccnc2)/C1=C(/O)c1ccccc1 (stereo not given)	-2	3	0.0	-0.5
O=C(NC(c1ccc(F)cc1)c1ccccn1)C1CCN(C(=O)N2CCCC2)CC1 (stereo not given)	-6	7	0.5	-0.9
Cn1c(=O)c2c(nc(OC(c3ccccc3)c3ccccc3)n2C)n(C)c1=O	-1	14	0.2	-0.8

Carrying on.
SMILES	TEAD-YAP inh	MITF inh	FBW7 activator	GPR151 activ
Cc1ccccc1CN1C(=O)c2cccc3cccc1c23	4	-12	0.6	0.1
CCc1ccc(/C(=C2/OC(=O)c3ccccc32)[N+](=O)[O-])cc1	-3	8	0.0	1.2
Cc1ccc(S(=O)(=O)C(CC(=O)c2ccccc2)c2ccc(Cl)cc2)cc1 (stereo not given)	3	-3	0.0	-0.9
O=C1NC2(CCN(C(=O)c3nccc4ccccc34)CC2)Nc2ccccc21	14	-7	-0.1	0.4
CCCOC(=O)c1ccc(NC(=O)c2ccccc2[N+](=O)[O-])cc1	-26	17	0.0	1.3
CC(C)n1c(N2CCN(Cc3ccc4c(c3)OCO4)CC2)nc2c(NCc3ccccc3)ncnc21	-8	-9	0.1	0.1
COc1ccccc1CC(=O)N1CCc2ccccc2C1	8	7	-0.1	0.7
C[C@]12C=CC(=O)C=C1CCC1C2[C@@H](O)C[C@@]2(C)C1CC[C@]2(O)C(=O)COP(=O)(O)O (stereo not given in full)	-8	-1	-0.2	0.6
COC(=O)/C(=C/c1ccc(F)cc1)NC(=O)c1ccccc1	-4	5	0.2	0.4

Gathered by group, the entries above with a halogen.
SMILES	TEAD-YAP inh	MITF inh	FBW7 activator	GPR151 activ
O=C(Nc1cc(F)ccc1F)c1cnn(-c2ccccc2)c1C1CCNCC1	15	-7	0.0	-0.1
CCN(CC(=O)Nc1ccc(I)cc1)S(=O)(=O)c1ccccc1	8	7	0.8	1.2
CCOc1ccc2nc(SCc3c(F)cccc3F)sc2c1	-62	-11	0.0	-0.2
O=C1c2ccccc2C(O)N1c1ccc(Cl)cc1 (stereo not given)	-24	9	1.5	-2.4
COc1ccc(Cl)cc1C(=O)Nc1nc2ccccc2n1C	2	-12	-0.4	0.2
COc1ccc(CC(=O)N2CCN(c3cccc(Cl)c3)CC2)cc1OC	5	19	0.2	-1.8
Cn1c(-c2cc3cc(Cl)ccc3o2)n[nH]c1=S	-34	-9	-0.1	-0.4
Cc1c(C(=O)Nc2ccc(F)c(Cl)c2)sc2ncn(Cc3ccccc3Cl)c(=O)c12	8	26	0.3	-1.3
Cc1nc(SCC(=O)Nc2ccccc2Cl)n[nH]1	-3	-7	0.1	0.6
N#CC1=C(N)N(c2ccc(Br)cc2)C2=C(C(=O)CCC2)C1c1cccnc1 (stereo not given)	5	15	0.0	2.4
O=C(NCCc1ccccc1)c1cc(S(=O)(=O)N2CCc3ccccc32)ccc1Sc1ccc(F)cc1	-1	-4	-0.1	0.1
CC(=O)NCCCc1nc2ccccc2n1Cc1ccccc1F	-10	-1	-0.1	1.0
O=S(=O)(c1ccc(F)cc1)N1CCSC1c1ccc2c3c(cccc13)CC2 (stereo not given)	-5	3	0.1	1.1
O=C(NCCN1CCN(C(=O)c2ccccc2)CC1)C(=O)NCc1ccc(Cl)cc1	7	9	0.1	-0.4
COCCNC(CC(=O)Nc1c(Cl)cccc1Cl)C(=O)O (stereo not given)	8	-4	0.1	0.2
O=C(C1CCCCC1)N1CCN(c2ccc(F)cc2)CC1	9	19	0.1	-1.0
O=C(NC1CCS(=O)(=O)C1)c1sc2cc(F)ccc2c1Cl (stereo not given)	-14	3	-0.1	0.1
O=C(NC(c1ccc(F)cc1)c1ccccn1)C1CCN(C(=O)N2CCCC2)CC1 (stereo not given)	-6	7	0.5	-0.9
Cc1ccc(S(=O)(=O)C(CC(=O)c2ccccc2)c2ccc(Cl)cc2)cc1 (stereo not given)	3	-3	0.0	-0.9
COC(=O)/C(=C/c1ccc(F)cc1)NC(=O)c1ccccc1	-4	5	0.2	0.4

Screens deposited in PubChem by The Scripps Research Institute Molecular Screening Center.
